# Screens deposited in PubChem BioAssay by several laboratories.
# ROCK2 inh = inhibitors of human ROCK2 kinase, primary screen, biochemical, high-throughput, luminescence. 60,000 compounds, 0.35% hits. purified ROCK2, Kinase-Glo ATP depletion luminescence. Rho-associated protein kinase 2 (Homo sapiens), O75116. inhibition, % at 6 µM. AID 604, 2007;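 active = inhibition above the screen-wide mean inhibition plus 3 SD, cut at about 18% in these data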;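 note: plate controls were DMSO wells for no effect and Y-27632 control wells after no-enzyme background subtraction for full effect; many of its hits are not listed in these tables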
# JNK3 inh = JNK3 kinase activity inhibitors, primary screen, biochemical, human, purified enzyme | 60,000 compounds, 0.61% hits | inhibition, % at 8 µM | HTS | Mitogen-activated protein kinase 10 (Homo sapiens), P53779; in the data active = inhibition above about 17%;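 note: 0% = DMSO and 100% = reference inhibitor; many of its hits are not listed in these tables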
# Target sequence (P53779 whole entry, looked up): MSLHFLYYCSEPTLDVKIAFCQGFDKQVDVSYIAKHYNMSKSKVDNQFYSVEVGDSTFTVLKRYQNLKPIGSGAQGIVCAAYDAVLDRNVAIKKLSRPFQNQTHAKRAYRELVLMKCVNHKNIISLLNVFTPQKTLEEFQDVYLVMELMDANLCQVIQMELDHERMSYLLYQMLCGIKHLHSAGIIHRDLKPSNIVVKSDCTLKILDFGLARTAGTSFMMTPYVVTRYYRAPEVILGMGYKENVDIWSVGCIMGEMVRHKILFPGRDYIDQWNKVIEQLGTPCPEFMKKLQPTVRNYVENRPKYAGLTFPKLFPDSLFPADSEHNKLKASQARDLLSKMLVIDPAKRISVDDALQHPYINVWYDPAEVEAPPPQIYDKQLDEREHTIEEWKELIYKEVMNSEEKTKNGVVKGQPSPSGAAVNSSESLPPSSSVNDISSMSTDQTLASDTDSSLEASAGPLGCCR
# FXIIa mix inh = human factor XIIa inhibitors, primary screen, biochemical, pooled compound mixtures, fluorogenic substrate; AID 684, 2007; inhibition, % at 5 µM; 62,000 compounds, 0.2% hits; purified FXIIa; Coagulation factor XII (Homo sapiens), P00748;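 note: 0% = enzyme without compound and 100% = no enzyme blank; some results filed as inactive read as strong as hits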
# FXIa mix inh = FXIa protease inhibitors in compound pools, primary screen, biochemical, 10-compound mixtures | Coagulation factor XI (Homo sapiens), P03951 | purified FXIa, fluorogenic substrate, pooled mixtures | inhibition, % at 5 µM | 62,000 compounds, 0.19% hits;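 note: each value is inhibition by a whole ten-compound pool holding the compound; 0% = enzyme with no mixture and 100% = wells lacking enzyme; strong numbers were not always called active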
# CatL block = inhibitors of human cathepsin L, biochemical. purified cathepsin L, fluorogenic substrate, fluorescence. inhibition, %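 (tested at 10 µM)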. 58,000 compounds, 0.17% hits; in the data active = inhibition above about 45%;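 note: 0% = enzyme with no compound and 100% = no enzyme blank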
# Target sequence (P07711 114-288 limits assumed): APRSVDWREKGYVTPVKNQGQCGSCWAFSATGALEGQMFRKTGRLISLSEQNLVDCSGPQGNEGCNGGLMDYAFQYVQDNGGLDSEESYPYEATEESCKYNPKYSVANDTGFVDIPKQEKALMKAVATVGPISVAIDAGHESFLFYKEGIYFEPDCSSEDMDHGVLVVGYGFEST
# Target sequence (P07711 292-333 limits assumed): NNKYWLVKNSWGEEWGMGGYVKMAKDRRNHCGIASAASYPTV
# CatG inh = human cathepsin G inhibitors, primary screen, biochemical, pooled compound mixtures, AMC fluorescence | 62,000 compounds, 0.2% hits | inhibition, % at 5 µM (by protocol) | purified enzyme, AMC-tetrapeptide fluorescence;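 active = inhibition above 20% in each of the two mixture wells holding the compound; inactive = inhibition of 20% or less in either well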;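 note: 0% = enzyme control without mixture and 100% = blank lacking enzyme; strong numbers were not always called active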
# C1s inh = complement C1s protease inhibitors, primary screen, biochemical, 10-compound mixtures; purified C1s, fluorogenic AMC substrate, pooled mixtures; mean inhibition % of two 10-compound mixtures (stronger effect = higher value), % at 5 µM (by protocol); 62,000 compounds, 0.16% hits; AID 538, 2006;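 active = inhibition above 20% in each of the two 10-compound mixture wells holding the compound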;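 note: 0% = enzyme wells lacking compound mixture and 100% = no-enzyme blank wells; some compounds called inactive have numbers as strong as hits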
# CatS inh = inhibitors of human cathepsin S, biochemical, compound mixtures. AID 501, 2006. recombinant cathepsin S, AMC dipeptide fluorescence, pooled mixtures. 62,000 compounds, 0.06% hits. P25774. inhibition, %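 (tested at 5 µM per compound within 10-compound mixtures)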; in the data active = inhibition above about 32%, passing the limit was not always enough;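 note: 0% = enzyme without compound and 100% = blank without enzyme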
# Target sequence (P25774 115-331 limits assumed): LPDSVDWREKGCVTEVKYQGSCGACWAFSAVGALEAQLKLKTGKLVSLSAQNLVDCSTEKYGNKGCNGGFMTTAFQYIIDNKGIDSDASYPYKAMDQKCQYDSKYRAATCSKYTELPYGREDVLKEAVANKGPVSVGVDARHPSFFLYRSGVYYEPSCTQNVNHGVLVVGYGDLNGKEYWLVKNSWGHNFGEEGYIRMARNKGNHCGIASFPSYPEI
# PKA kinase inh = inhibitors of human PKA kinase activity, primary screen, biochemical, ATP-depletion luminescence, Kemptide substrate. 65,000 compounds, 0.1% hits. PKA Kemptide phosphorylation, Kinase-Glo ATP luminescence. cAMP-dependent protein kinase catalytic subunit alpha (Homo sapiens), P17612. inhibition, % at 6 µM. AID 524, 2006;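 active = inhibition above the screen-wide mean inhibition plus 3 SD, cut at about 21% in these data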; note: many of its hits are not listed in these tables
# * = called active by the depositor; · = no result given. Cut-off read from the data, not from the text of the source, unless noted: active = inhibition above about 20% (passing the limit was not always enough); inactive = the rest.
1: CC(=O)Nc1nc(C(=O)Nc2c(C)n[nH]c2C)cs1
2: Cc1nc(Nc2ccncc2)c2oc3ccccc3c2n1
3: CCCN(CCO)Cc1cccc(Cl)c1
4: COc1cc(C(=O)Nc2ccc3c(c2)OCCO3)ccc1OC(C)C
5: CCOc1ccccc1CNc1ccc(N2CCOCC2)c(C(=O)O)c1

Compound	1	2	3	4	5
ROCK2 inh	5	·	7	3	-7
JNK3 inh	1	·	4	-2	0
FXIIa mix inh	-5	2	3	-7	-2
FXIa mix inh	5	1	-1	9	6
CatL block	28	-13	6	-5	0
CatG inh	10	6	1	0	0
C1s inh	7	-25	-43	5	14
CatS inh	-3	-4	-5	0	-5
PKA kinase inh	12	8	6	2	12

6: COc1nc(NCC(C)C)nc(Oc2ccc(=O)n(-c3ccccc3)n2)n1
7: CSC(=O)NC12CC3CC(CC(C)(C3)C1)C2
8: Cc1cc(N(CN2CCCC2=O)C(=O)c2ccc(F)cc2)no1
9: COc1cc2[nH]c(=S)n(CCCN3CCOCC3)c(=O)c2cc1OC
10: C/C=C/Cn1c(SC)nc2c1c(=O)[nH]c(=O)n2C

Compound	6	7	8	9	10
ROCK2 inh	0	-2	-10	12	-6
JNK3 inh	-3	-1	-4	7	12
FXIIa mix inh	-2	-14	10	4	8
FXIa mix inh	10	5	3	6	-25
CatL block	-9	10	-4	-2	-3
CatG inh	-3	10	-3	-7	-33
C1s inh	-15	12	-2	-8	-116
CatS inh	-8	11	-7	4	-15
PKA kinase inh	0	4	-10	2	8

11: COc1cc(-c2c(C#N)c(N)nc(SCc3ccncc3)c2C#N)cc(OC)c1OC
12: CSCCC(N=Cc1c(O)n(-c2ccc(F)cc2)c(=O)[nH]c1=O)C(=O)O (centres undefined)
13: O=C(CN(C(=O)Cn1nnc(-c2ccc(F)cc2)n1)C1CCCC1)NC1CCCC1
14: COCCCNC(=O)c1ccc2nc3ccccc3c(=O)n2c1
15: CCCOc1c(OC)cccc1C1CC(=O)Nc2cc(OC)c(OC)c(OC)c21 (centres undefined)

Compound	11	12	13	14	15
ROCK2 inh	8	4	-3	·	-2
JNK3 inh	13	3	3	·	-3
FXIIa mix inh	-22	-16	-1	-15	11
FXIa mix inh	-4	0	0	-4	3
CatL block	6	6	·	-89	8
CatG inh	12	8	10	3	-2
C1s inh	-16	9	2	-43	0
CatS inh	6	0	6	-8	2
PKA kinase inh	10	8	-3	8	2

16: COc1cc2cc(CN(C(=O)Nc3ccccc3)C3CCCC3)c(=O)[nH]c2cc1OC
17: Brc1cccc(-c2nnc3sc(CN4CCCCC4)cn23)c1
18: CCN(CC)C(=O)CN(C#N)c1nc(NC(C)C)nc(NC(C)C)n1
19: CCCC(=O)N1CCN(c2ccc(C(=O)c3ccc(OC)c(Br)c3)cc2F)CC1
20: CCCC(=O)Nc1ccc2nc(SCC(=O)Nc3nccs3)sc2c1

Compound	16	17	18	19	20
ROCK2 inh	2	-4	-2	7	-2
JNK3 inh	6	-2	-5	-3	-2
FXIIa mix inh	4	11	·	1	2
FXIa mix inh	10	-5	·	1	15
CatL block	9	8	40	10	·
CatG inh	8	10	·	12	5
C1s inh	1	-22	·	5	-10
CatS inh	11	19	·	-4	5
PKA kinase inh	4	1	0	12	-5

21: COc1cc(NS(=O)(=O)c2ccc(NC(=O)C3CCCO3)cc2)nc(OC)n1 (centres undefined)
22: Cc1cccc2cc3c(nc12)SC(=NCC1CCCO1)N(Cc1ccco1)C3 (centres undefined)
23: CSc1nnc(-c2ccncc2)n1CCCN1CCCC1=O
24: O=C(Oc1cccnc1)c1ccco1
25: O=C1CCCc2nc(N3CCc4ccccc43)ncc21

Compound	21	22	23	24	25
ROCK2 inh	0	2	-6	-9	0
JNK3 inh	0	1	-1	5	-2
FXIIa mix inh	7	1	-7	-6	3
FXIa mix inh	-4	5	1	6	-12
CatL block	0	19	0	9	22
CatG inh	3	0	9	8	-3
C1s inh	-16	3	4	-38	-35
CatS inh	8	3	-2	-7	3
PKA kinase inh	-3	5	5	5	0

# In a second layout: entries from further up.
# Screens in order: ROCK2 inh | JNK3 inh | FXIIa mix inh | FXIa mix inh | CatL block | CatG inh | C1s inh | CatS inh | PKA kinase inh
2) Cc1nc(Nc2ccncc2)c2oc3ccccc3c2n1
 : · | · | 2 | 1 | -13 | 6 | -25 | -4 | 8
3) CCCN(CCO)Cc1cccc(Cl)c1
 : 7 | 4 | 3 | -1 | 6 | 1 | -43 | -5 | 6
4) COc1cc(C(=O)Nc2ccc3c(c2)OCCO3)ccc1OC(C)C
 : 3 | -2 | -7 | 9 | -5 | 0 | 5 | 0 | 2
5) CCOc1ccccc1CNc1ccc(N2CCOCC2)c(C(=O)O)c1
 : -7 | 0 | -2 | 6 | 0 | 0 | 14 | -5 | 12
6) COc1nc(NCC(C)C)nc(Oc2ccc(=O)n(-c3ccccc3)n2)n1
 : 0 | -3 | -2 | 10 | -9 | -3 | -15 | -8 | 0

# Next entries:
26: O=C(CN1C(=O)CCS(=O)(=O)c2ccccc21)Nc1cccc(F)c1
27: CCOC(=O)c1ccc(NS(=O)(=O)c2ccc3[nH]c(=O)[nH]c3c2)cc1
28: c1ccc(CN2CCN(CCN3CCn4c3nc3ccccc34)CC2)cc1
29: CC1CC(C)CN(S(=O)(=O)c2cccc3cccnc23)C1 (centres undefined)
30: CC(=O)Nc1sc2c(c1C#N)CCCCC2

Compound	26	27	28	29	30
ROCK2 inh	·	6	1	3	1
JNK3 inh	·	1	-5	6	4
FXIIa mix inh	0	-9	6	20	1
FXIa mix inh	4	-10	2	6	-27
CatL block	2	9	4	-11	13
CatG inh	8	4	2	-1	-10
C1s inh	6	-37	-17	-29	-75
CatS inh	-3	7	2	-2	-3
PKA kinase inh	7	8	0	1	8

31: C/C=C(\C)CN1CCN(c2cc(C)ccc2C)CC1
32: CC(=O)c1c(C)[nH]c(C(=O)OCn2nnc3ccccc3c2=O)c1C
33: O=c1c2[nH]c3ccc(F)cc3c2ncn1CCCN1CCOCC1
34: CN1CCN(C(=O)Cn2c(=O)oc3cc(S(=O)(=O)NCc4ccccc4)ccc32)CC1
35: CCOC(=O)c1[nH]c2ccccc2c1NC(=O)CC(C)C

Compound	31	32	33	34	35
ROCK2 inh	-1	5	7	6	0
JNK3 inh	-6	18*	7	1	-5
FXIIa mix inh	6	1	3	-2	4
FXIa mix inh	8	1	0	6	7
CatL block	·	13	29	·	-4
CatG inh	2	12	-8	0	-3
C1s inh	2	14	1	-30	-2
CatS inh	8	-1	31	0	-8
PKA kinase inh	-6	5	-1	1	7

36: CCn1c(SCC(=O)N2CCc3ccccc32)nnc1-c1c[nH]c2ccccc12
37: CN1CCN(Cc2c(O)ccc3occ(C(=O)c4ccccc4)c23)CC1
38: CCCn1c(SCC(=O)N2CCN(c3ccc(OC)cc3)CC2)nc2c1c(=O)n(C)c(=O)n2C
39: Cc1ccc(SC(C)C(=O)Nc2ncn[nH]2)cc1 (centres undefined)
40: CSCCC(NC(=O)C1CCC(C)CC1)C(=O)NCCN1CCOCC1 (centres undefined)

Compound	36	37	38	39	40
ROCK2 inh	2	3	-6	1	4
JNK3 inh	6	5	-6	-4	-8
FXIIa mix inh	-5	9	31	5	3
FXIa mix inh	3	-8	14	5	4
CatL block	1	6	2	-4	15
CatG inh	9	10	1	14	12
C1s inh	10	-12	3	14	5
CatS inh	2	7	-4	-2	10
PKA kinase inh	8	8	-9	2	8

41: CCCCn1c(CCC(=O)O)ccc1-c1cccs1
42: O=C(Nc1ccc2c(c1)OCO2)C1CCCN(c2nc3ccccc3s2)C1 (centres undefined)
43: O=C(COc1cccc2ccccc12)N1CCN(c2ccccc2)CC1
44: CC(C)(C)OC(=O)N1CCC(c2c(C(=O)O)cnn2-c2ccccc2Cl)CC1
45: N#CC1=C(N)OC2=C(C(=O)CCC2)C1CCc1ccccc1 (centres undefined)

Compound	41	42	43	44	45
ROCK2 inh	0	3	·	-10	-2
JNK3 inh	3	2	·	-3	3
FXIIa mix inh	4	13	12	7	-18
FXIa mix inh	16	-21	9	18	3
CatL block	8	0	0	21	15
CatG inh	11	-2	-11	8	12
C1s inh	11	-39	-6	8	-51
CatS inh	0	-6	-5	6	-8
PKA kinase inh	5	8	·	-2	-7

46: Cn1c(=O)n(CCc2ccccc2)c(=O)c2c1nc1n2CCCN1Cc1ccccc1
47: CC(C)NC(=O)Nc1cccs1
48: CC(CN1CCCCC1)OC(=O)c1ccc2c(c1)OCO2 (centres undefined)
49: CC12CCC(C(=O)NCc3ccc4c(c3)OCO4)(OC1=O)C2(C)C (centres undefined)
50: CNC(=O)CSc1nnnn1-c1ccc(C)cc1C

Compound	46	47	48	49	50
ROCK2 inh	-3	·	1	-7	7
JNK3 inh	-7	·	0	2	0
FXIIa mix inh	-1	1	-17	-18	1
FXIa mix inh	4	1	2	8	0
CatL block	-5	-2	-5	·	·
CatG inh	10	8	3	-4	12
C1s inh	14	-3	-2	5	2
CatS inh	-1	-6	-1	-3	-5
PKA kinase inh	0	0	3	2	5

51: NC(=O)CC(NC(=O)OCc1ccccc1)C(=O)O (centres undefined)
52: O=c1c2ccccc2nc(CSc2nnnn2-c2ccccc2)n1-c1ccccc1
53: C=CCN1CCN(C(c2ccccc2)c2nnnn2CCC(C)C)CC1 (centres undefined)
54: COCCCn1c(=S)[nH]c2ccc(N3CCOCC3)cc2c1=O
55: COC(=O)c1ccc(N=c2sc(C(=O)OC)cc(=O)n2C)cc1

Compound	51	52	53	54	55
ROCK2 inh	0	4	-8	·	-7
JNK3 inh	4	0	4	·	1
FXIIa mix inh	4	5	4	16	3
FXIa mix inh	0	6	2	-1	6
CatL block	11	7	37	6	·
CatG inh	9	9	-10	-2	-5
C1s inh	4	12	9	-2	26
CatS inh	6	3	23	2	-6
PKA kinase inh	5	3	1	6	5

56: COc1ccc(S(=O)(=O)Nc2cc(C)ccc2OC)cc1C
57: CCn1c(COc2ccccc2C)nnc1SCC(=O)CC(=O)Nc1ccccc1
58: Cc1nn(CC(=O)Nc2ccc(C(=O)N3CCCC3)cc2)c(=O)c2ccccc12
59: COc1ccc(N=C2SCC(=O)N2c2ccc(OC)cc2)cc1
60: CCOC(=O)C1=C(C)Nc2ncnn2C1c1cc(OC)ccc1OC (centres undefined)

Compound	56	57	58	59	60
ROCK2 inh	-1	-3	0	6	5
JNK3 inh	-9	-1	1	5	6
FXIIa mix inh	3	-3	-40	-2	-1
FXIa mix inh	11	4	1	5	-2
CatL block	31	·	1	18	0
CatG inh	5	-5	-4	28	-1
C1s inh	-14	10	1	1	-25
CatS inh	14	9	2	-4	1
PKA kinase inh	-6	2	8	14	1

61: CC1CCCCC12NC(=O)N(CC(=O)c1ccc[nH]1)C2=O (centres undefined)
62: Cc1cc(C(F)F)n2ncc(C(=O)NCc3ccccc3C(F)(F)F)c2n1
63: O=C(CCN1CCCCC1)c1ccc2c(c1)OCCO2
64: c1ccc2c(c1)nc1sccn12
65: Cc1ccc(S(=O)(=O)N2CCN(Cc3cc(C(C)C)ccc3O)CC2)cc1
66: COc1ccc(CNC(=O)Cn2cc3c(n2)CCCCC3)cc1

Compound	61	62	63	64	65	66
ROCK2 inh	-1	-2	6	0	0	0
JNK3 inh	-6	19*	4	6	4	2
FXIIa mix inh	11	2	5	4	-2	15
FXIa mix inh	17	7	-6	-2	2	6
CatL block	12	7	36	6	2	8
CatG inh	-1	-4	3	10	0	-4
C1s inh	-30	-9	-26	1	-4	-2
CatS inh	8	21	2	4	1	16
PKA kinase inh	2	-4	8	3	2	0
